# Screens (PubChem BioAssay)
# Pol kappa inh: inhibitors of human DNA polymerase kappa; purified Pol kappa, fluorescent DNA synthesis assay, 10 min; Potency, µM (highest dose often 107 µM), for inactives: at the highest dose activity, negative = inhibition, most hits filed as inhibitors; 0.53% of 400,000 active; AID 588579; further: potency means the concentration at half of the fitted maximal effect; on the % scale 0 is the no-effect control and ±100 the full control effect
# Target sequence (Q9UBT6 whole entry, looked up): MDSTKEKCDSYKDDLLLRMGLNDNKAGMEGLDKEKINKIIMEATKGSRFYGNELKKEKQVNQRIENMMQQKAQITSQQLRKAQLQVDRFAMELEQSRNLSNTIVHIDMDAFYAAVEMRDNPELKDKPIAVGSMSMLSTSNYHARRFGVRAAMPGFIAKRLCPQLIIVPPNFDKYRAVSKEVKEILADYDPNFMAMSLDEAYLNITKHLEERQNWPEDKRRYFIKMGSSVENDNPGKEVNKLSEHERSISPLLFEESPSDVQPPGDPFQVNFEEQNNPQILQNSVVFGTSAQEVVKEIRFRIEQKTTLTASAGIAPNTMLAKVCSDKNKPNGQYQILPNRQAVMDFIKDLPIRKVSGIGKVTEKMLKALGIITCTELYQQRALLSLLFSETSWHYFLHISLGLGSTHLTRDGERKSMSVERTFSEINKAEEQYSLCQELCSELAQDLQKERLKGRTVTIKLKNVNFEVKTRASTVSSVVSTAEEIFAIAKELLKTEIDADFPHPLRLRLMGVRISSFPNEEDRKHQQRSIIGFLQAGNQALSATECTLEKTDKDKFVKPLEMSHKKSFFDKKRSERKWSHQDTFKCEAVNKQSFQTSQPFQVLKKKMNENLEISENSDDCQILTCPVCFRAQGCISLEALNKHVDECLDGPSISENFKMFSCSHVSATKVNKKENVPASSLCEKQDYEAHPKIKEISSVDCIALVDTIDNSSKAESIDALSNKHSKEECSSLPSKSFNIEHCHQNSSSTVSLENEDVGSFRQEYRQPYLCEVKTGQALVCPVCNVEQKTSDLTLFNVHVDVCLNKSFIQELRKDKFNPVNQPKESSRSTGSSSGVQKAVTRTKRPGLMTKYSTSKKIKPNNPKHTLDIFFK
#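 10 nM Pol kappa was preincubated with compounds for 15 min at room temperature. Reaction started with 50 nM (final) substrate. Fluorescence read kinetically at 0 and 10 min.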
# POLB inh: inhibitors of human DNA polymerase beta; P06746; Pol beta primer extension/strand displacement, fluorescence kinetic; Potency, µM (highest dose often 114 µM), without a hit: at the highest dose activity change, negative = inhibition, most hits filed as inhibitors; 1.3% of 340,000 active; further: potency means the concentration at half of the fitted maximal effect; on the % scale 0 is the no-effect control and ±100 the full control effect
#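 Curves were derived by four-parameter Hill fits of normalized qHTS data. The kinetic fluorescent primer-extension read was taken at 0 and 10 min after 50 nM substrate, following a 15 min room-temperature preincubation of 10 nM enzyme with compounds.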
# Anesthetic bind: candidate novel general anesthetic via apoferritin binding; P02791; apoferritin/1-aminoanthracene competitive binding, fluorescence; Potency, µM (series often up to 77.5 µM), for the others: top-dose activity change, negative = displacement, hits mostly inhibitors; 0.074% of 350,000 active; AID 485281; further: potency means the concentration at half of the fitted maximal effect; on the % scale 0 is the no-effect control and ±100 the full control effect; nearly all actives have a fitted effect of over 20% in size
# Target sequence (P02791 2-175 limits assumed): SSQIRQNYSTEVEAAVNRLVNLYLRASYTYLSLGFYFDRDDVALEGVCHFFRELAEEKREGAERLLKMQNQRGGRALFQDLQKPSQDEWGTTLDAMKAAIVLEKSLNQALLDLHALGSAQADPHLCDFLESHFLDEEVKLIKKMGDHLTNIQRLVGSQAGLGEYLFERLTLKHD
#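 Horse-spleen apoferritin (10 uM) in 50% saturated 1-aminoanthracene in PBS was incubated 10 min at room temperature with compound. Fluorescence (ex 380, em 535 nm) was normalized to free and bound 1-AMA, with concentration-response fitted by a four-parameter Hill equation.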
# POLI inh: blocks human DNA polymerase iota activity. Potency, µM (top dose mostly 115 µM), without a hit: top-dose activity, negative = inhibition, usual class: inhibitors. Pol iota fluorescent replication assay, 10 min. AID 588590. 1% of 390,000 active. Q9UNA4; further: potency means the concentration at half of the fitted maximal effect
#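 Pol iota at 10 nM preincubated 15 min with compounds at room temperature; reaction started with fluorescent substrate, 50 nM final. Fluorescence read kinetically at 0 and 10 min; buffer-only wells as negative control.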
# POLH inh: blocks human DNA polymerase eta activity | Q9Y253 | Potency, µM (top dose mostly 114 µM), for inactives: at the highest dose activity change, negative = inhibition, actives largely listed as inhibitors | AID 588591 | 1.2% of 390,000 active | recombinant Pol eta, fluorescent DNA replication assay; further: potency means the concentration at half of the fitted maximal effect; on the % scale 0 is the no-effect control and ±100 the full control effect
#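 Pol eta (10 nM) was preincubated with compounds for 15 min at room temperature, after which fluorescent replication substrate (50 nM final) was added to start the reaction. Fluorescence was read kinetically at 0 and 10 min.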
# LDHA inh: blocks human lactate dehydrogenase A | P00338 | purified LDHA, NADH/diaphorase-resazurin fluorescence; hits give low values | activity change, % (values are at about 110 or 230 µM) | 0.15% of 480,000 active | AID 1347041; in the data active means activity change below about -30%; inconclusive means mostly about -25% to -30%;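 further: plate controls were DMSO wells for no effect and wells without enzyme for full effect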
#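 LDH5 2 nM; NADH 0.06 mM, pyruvate 0.2 mM; 200 mM Tris pH 7.4, EDTA, Tween-20; 5 min RT. Detection: diaphorase 0.133 mg/mL + resazurin 37 µM, fluorescence ex540/em590 at 0 and 20 min; normalized to enzyme-free and DMSO wells.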
# APEX1 inh: inhibitors of human APE1 endonuclease | recombinant APE1, TAMRA/BHQ-2 abasic DNA cleavage fluorescence | Potency, µM (series often up to 65.8 µM), for inactives: top-dose activity change, negative = inhibition, most hits filed as inhibitors | 0.35% of 350,000 active;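 further: potency means the concentration at half of the fitted maximal effect; plate controls were vehicle for no effect and reference inhibitor for full effect; nearly all actives have a fitted effect of over 55% in size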
#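 APE1 at 0.75 nM preincubated 15 min at room temperature with compound. Reaction then started with 50 nM double-stranded THF-abasic substrate labelled with TAMRA/BHQ-2, and 525/598 nm fluorescence read kinetically. Activity taken as third-minus-first read difference, normalized to DMSO and NSC13755 controls.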
# Glioma ERSR ind: induces the endoplasmic reticulum stress response in human glioma cells; U87-MG GRP78 promoter luciferase reporter, 16 h; Potency, µM, without a hit: top-dose activation, most hits filed as activators; 0.02% of 420,000 active; AID 602332; further: potency means the concentration at half of the fitted maximal effect; series mostly up to about 76 µM; % of control where 0% means no effect; nearly all actives have a fitted effect of over 35% in size
#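 ERSR induction read as luciferase luminescence (Bright-Glo, 10 min at room temperature) in stably transfected human U87-MG glioma cells exposed to compounds for 16 h, using GRP78 as sensor.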
# BLM helicase inh: inhibitors of human Bloom syndrome helicase BLM; recombinant BLM DNA unwinding, fluorescence dequenching; 0.2% of 350,000 active; P54132; Potency, µM (highest dose often 56.1 µM), for inactives: at the highest dose activity change, negative = inhibition, usual class: inhibitors; AID 2528;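 further: potency means the concentration at half of the fitted maximal effect; plate controls were vehicle for no effect and no enzyme for full effect; nearly all actives have a fitted effect of over 35% in size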
# Active calls of the source: *; u = inconclusive; x = no result given; [ ] = remark or other dose. Unless noted, the call rests on the fitted dose curve; in most records, active means well fitted curve in the direction sought with a large enough effect; inconclusive means small, poorly fitted or top-dose-only effect, or another doubt; inactive means no such curve, though single readings can be large; an effect the other way counts as inactive or inconclusive.
1: Cc1cccc(OCCSc2cc(C)nc(N)n2)c1
2: NC(=O)[C@H]1CC2(CC(c3cccc(NC(=O)[C@H]4CCC(=O)N4)c3)=NO2)CN1C(=O)c1cc([N+](=O)[O-])cc([N+](=O)[O-])c1 (stereo not given in full)
3: CC1(c2nnc(-c3ccncc3)o2)CC(c2cccc(Cl)c2)=NO1 (stereo not given)
4: COc1ccc(/C(C)=N/OC/C(O)=C(\C#N)c2nc3ccccc3[nH]2)cc1
5: CS(=O)(=O)Nc1nnc(SCC(=O)N(c2ccccc2)c2ccccc2)s1
6: CCCC(c1nnnn1Cc1ccc(F)cc1)N1CCN(C2CCCCC2)CC1 (stereo not given)
7: CC(C)CCNC(=O)COc1ccc(N(C)S(=O)(=O)c2ccc(F)cc2)cc1
8: Cc1nc2ccccn2c1C(=O)NNC(=O)Nc1cccc(C(F)(F)F)c1
entry no.	1	2	3	4	5	6	7	8
Pol kappa inh	-5.2%	3.2%	-6.2%	-0.4%	-2.3%	-0.8%	-8.7%	-4.1%
BLM helicase inh	-4.7%	-0.9%	x	-3.0%	2.9%	-1.0%	-3.0%	2.3%
POLI inh	2.1%	u	25.4%	3.7%	2.3%	-18.4%	23.4%	-1.3%
Glioma ERSR ind	0.6%	-4.2%	-3.3%	-3.5%	-1.8%	-2.5%	-6.3%	-0.4%
POLB inh	0.7%	-11.9%	x	0.8%[57.1 µM]	-3.2%	25.1%	5.4%	27.7%
POLH inh	-2.8%	-12.7%	-12.6%	-4.8%	-8.0%	-24.8%	-4.4%	-1.8%
LDHA inh	-0.6	0.5	-11.0	3.5	-6.5	-2.1	0.9	-2.0
APEX1 inh	-1.1%	1.6%	x	-4.3%	-3.7%	-6.6%	u	1.8%
Anesthetic bind	-2.7%	-12.6%	x	-11.0%	-4.1%	-16.2%	-9.1%	-23.5%

# Filtered by structure: the compounds so far containing an aryl thioether with sulfur outside any ring.
1: Cc1cccc(OCCSc2cc(C)nc(N)n2)c1
5: CS(=O)(=O)Nc1nnc(SCC(=O)N(c2ccccc2)c2ccccc2)s1
entry no.	1	5
Pol kappa inh	-5.2%	-2.3%
BLM helicase inh	-4.7%	2.9%
POLI inh	2.1%	2.3%
Glioma ERSR ind	0.6%	-1.8%
POLB inh	0.7%	-3.2%
POLH inh	-2.8%	-8.0%
LDHA inh	-0.6	-6.5
APEX1 inh	-1.1%	-3.7%
Anesthetic bind	-2.7%	-4.1%

# Next part:
9: Cc1cc(C)cc(-n2c(SCC(=O)Nc3ccccc3F)nc3c(oc4ccccc43)c2=O)c1
10: COc1cc(NC(=O)c2cccc(NC3=NC4CS(=O)(=O)CC4S3)c2)cc(OC)c1OC (stereo not given)
11: CCOc1ccc(N(C)S(=O)(=O)c2ccc3[nH]cc(C(=O)NCC(OC)OC)c(=O)c3c2)cc1
12: COC(=O)c1scc(C)c1-n1ccc(C(=O)C(=O)N(C)C)c1
13: COc1ccc(CCNC(=O)c2ccc(-c3cccc([N+](=O)[O-])c3)o2)cc1OC
14: CCN1CCC(N(Cc2ccc(F)cc2)C(=O)Nc2ccc(C)c(F)c2)CC1
15: O=C(CCN1C(=O)c2ccccc2C1=O)Nc1ccc(F)cc1F
16: CCOC(=O)c1c(S(=O)(=O)NCc2cccs2)c(C)n(C)c1C
entry no.	9	10	11	12	13	14	15	16
Pol kappa inh	-8.0%	-0.4%	-2.3%	-19.1%	-1.1%	-8.9%	-13.7%	-0.7%
BLM helicase inh	-6.9%	0.0%	-5.2%	-0.7%	-4.5%	0.5%	-0.2%	-0.8%
POLI inh	16.5%	-25.6%	-6.6%	12.4%	49.5%[activator]	5.3%	42.3%[activator]	27.0%
Glioma ERSR ind	-0.4%	-1.9%	-2.8%	-2.7%	-4.5%	x	-2.4%	-5.9%
POLB inh	9.4%	1.1%	-1.4%	7.1%	-20.6%	-1.8%	0.7%	-11.4%
POLH inh	-5.4%	-2.3%	0.7%	-11.7%	-17.9%	x	-14.6%	-11.3%
LDHA inh	-13.1	0.7	1.2	-1.7	1.4	0.4	-2.8	-2.0
APEX1 inh	x	51.9%[activator]	25.1%	-1.8%	-1.1%	x	-3.2%	70.1%[activator]
Anesthetic bind	3.0%	-12.4%	-21.9%	-3.9%	u	-12.9%	-11.9%	-8.9%

# Copied from the list.
# Reading for `COc1cc(NC(=O)c2cccc(NC3=NC4CS(=O)(=O)CC4S3)c2)cc(OC)c1OC` (stereo not given) in APEX1 inh: 51.9%[activator]
# Reading for `CCCC(c1nnnn1Cc1ccc(F)cc1)N1CCN(C2CCCCC2)CC1` (stereo not given) in Pol kappa inh: -0.8%
# Reading for `COc1ccc(/C(C)=N/OC/C(O)=C(\C#N)c2nc3ccccc3[nH]2)cc1` in Pol kappa inh: -0.4%
# Reading for `COC(=O)c1scc(C)c1-n1ccc(C(=O)C(=O)N(C)C)c1` in LDHA inh: -1.7

# More structures follow:
17: COc1cccc(NC(=O)CSc2nc3ccccc3c(=O)n2CCCC(=O)NCC2CCCO2)c1 (stereo not given)
18: C/C(CC(=O)N1CCN(C=O)CC1)=N\NC(=O)c1ccc(Cl)cc1
19: C/C=C(/C)C(=O)Nc1cccc(C2=NOC3(C2)C[C@H](C(N)=O)N(C(=O)Cc2ccc([N+](=O)[O-])cc2)C3)c1 (stereo not given in full)
20: Cn1ncc(Br)c1C(=O)N1CCN(C(=O)c2ccco2)CC1
21: O=C(OCCCc1cc2ccccc2c(=O)o1)c1ccc(C(F)(F)F)cc1
22: Cc1ccc(OCC(=O)Nc2ccc3c(c2)CCC3)c([N+](=O)[O-])n1
23: O=C(O)CSCC(=O)N(c1ccccc1)c1ccccc1
24: O=C(CN1C(=O)COc2ccccc21)N1CCN(C2CCCCC2)CC1
entry no.	17	18	19	20	21	22	23	24
Pol kappa inh	-2.5%	-0.1%	0.6%	-8.7%	-6.9%	-2.0%	1.7%	-8.6%
BLM helicase inh	3.5%	-1.5%	0.1%	-0.3%	x	-4.2%	-6.9%	1.7%
POLI inh	15.5%	101.5%[activator]	-3.9%	21.3%	6.5%	147.9%[activator]	94.5%[activator]	116.7%[activator]
Glioma ERSR ind	-0.3%	-0.2%	-6.2%	-3.4%	-4.6%	0.0%	-2.7%	10.8%
POLB inh	11.4%	4.0%	-0.5%	23.7%	x	0.3%	31.3%	21.5%
POLH inh	-17.6%	-5.8%	-21.4%	0.6%	-19.2%	-15.2%	-13.4%	-14.4%
LDHA inh	-2.8	-1.4	1.2	-7.2	0.5	-4.2	0.3	-11.7
APEX1 inh	-1.1%	-0.6%	-1.8%	4.5%	2.1%	7.0%	12.3%	14.7%
Anesthetic bind	-11.4%	-13.6%	-2.6%	-4.2%	x	-22.3%	-1.1%	-5.8%

25: O=[N+]([O-])c1ccc(-c2cn(-c3ccccc3F)c(=S)[nH]2)cc1
26: CCn1ccnc1CN1CCC(n2nccc2NC(=O)CCc2ccccc2)CC1
27: COc1ccc(-c2csc(NC(=O)CN3C(=O)C4CCCCC4C3=O)n2)c(OC)c1 (stereo not given)
28: Cc1ccc(NC(=O)CSc2nnc(-c3cc(C)[nH]n3)n2N)c(C)c1
29: Cc1ccc(S(=O)(=O)N/N=C\c2cc3c(cc2[N+](=O)[O-])OCO3)cc1
30: CC(=O)NC1=NC(=O)/C(=C/N2CCOCC2)S1
31: COc1ccc(C2N(c3ccc4c(c3)OCCO4)C(=O)C2(F)F)cc1OC (stereo not given)
32: O=C(CSc1ccc2nnc(-c3ccccc3)n2n1)N1CCCc2ccccc21
entry no.	25	26	27	28	29	30	31	32
Pol kappa inh	-19.4%	-12.5%	-17.0%	-15.9%	-7.1%	-5.5%	-5.1%	-2.0%
BLM helicase inh	-3.0%	0.4%	x	1.4%	-2.8%	1.3%	-6.2%	-3.9%
POLI inh	13.3%	12.5%	u	-6.5%	u	-1.9%	-3.9%	-2.7%
Glioma ERSR ind	-1.1%	-3.7%	-8.2%	0.9%	-2.8%	-3.7%	0.4%	-2.4%
POLB inh	-17.4%	62.2%	x	6.4%	u	29.4%	-22.4%	1.5%
POLH inh	-4.4%	-10.2%	-9.8%	-0.7%	-3.2%	-1.6%	-24.3%	-4.9%
LDHA inh	-2.3	-6.6	-4.0	-6.5	6.2	-7.8	1.2	-4.3
APEX1 inh	-2.2%	1.8%	-11.6%	-15.5%	-2.6%	-0.2%	3.3%	5.2%
Anesthetic bind	-20.1%	-3.4%	x	-5.7%	-12.2%	-15.2%	-5.3%	1.5%

33: CCOC(=O)[C@H]1[C@H]2COc3ccc(OC)cc3[C@@H]2N2C(=O)c3cc(F)c(F)cc3NC(=O)[C@@]12C
34: CCSc1nc2ccccc2n1CC(N)=O
35: Cc1occc1C(=O)NCc1ccccc1
36: CN1CCN(C(=O)c2cnn3c2NC(c2ccccc2)CC3C(F)(F)F)CC1 (stereo not given)
37: Fc1ccc(-c2cc(-c3nc(-c4ccc(Cl)cc4)no3)[nH]n2)cc1
38: CN1CCC(N(C)CC(O)c2ccccc2)CC1 (stereo not given)
39: Cc1ccc(-c2nnc(SCC(=O)Nc3ccc4c(c3)OCCO4)n2N)cc1
entry no.	33	34	35	36	37	38	39
Pol kappa inh	1.0%	3.8%	-6.7%	-7.3%	-3.9%	-14.6%	-1.8%
BLM helicase inh	x	4.1%	-5.9%	-1.4%	-7.3%	-0.8%	-5.2%
POLI inh	-9.2%	-20.9%	-0.3%	4.4%	-13.6%	141.3%[activator]	-13.2%
Glioma ERSR ind	-7.2%	-2.8%	-3.2%	-3.5%	-4.2%	-1.5%	-0.4%
POLB inh	x	-0.8%	0.3%	15.4%	-2.0%	1.9%	27.1%
POLH inh	-8.1%	-5.7%	-15.0%	-25.2%	-8.3%	10.6%	-7.6%
LDHA inh	0.0	6.1	-6.3	-4.5	-0.9	u	-4.6
APEX1 inh	-4.1%	6.9%	-2.3%	13.1%	x	-1.5%	6.6%
Anesthetic bind	x	2.9%	-18.8%	-3.3%	-11.8%	-2.8%	-6.0%

# A portion of the library (hit frequency here may not be typical).
